# Compound activity: PubChem BioAssay, The Scripps Research Institute Molecular Screening Center
# FBW7 activator: activators of human E3 ligase FBW7 | Q969H0 | AlphaScreen FBW7–phospho-cyclin E peptide binding, activator screen | normalized activity (activation), % at 26.1 µM | actives 0.13% (n = 650,000) | AID 1259310; in the data active = normalized activity above about 1.9%;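 note: purified mutant Fbw7 with reduced substrate affinity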
# Target sequence (Q969H0 whole entry, looked up): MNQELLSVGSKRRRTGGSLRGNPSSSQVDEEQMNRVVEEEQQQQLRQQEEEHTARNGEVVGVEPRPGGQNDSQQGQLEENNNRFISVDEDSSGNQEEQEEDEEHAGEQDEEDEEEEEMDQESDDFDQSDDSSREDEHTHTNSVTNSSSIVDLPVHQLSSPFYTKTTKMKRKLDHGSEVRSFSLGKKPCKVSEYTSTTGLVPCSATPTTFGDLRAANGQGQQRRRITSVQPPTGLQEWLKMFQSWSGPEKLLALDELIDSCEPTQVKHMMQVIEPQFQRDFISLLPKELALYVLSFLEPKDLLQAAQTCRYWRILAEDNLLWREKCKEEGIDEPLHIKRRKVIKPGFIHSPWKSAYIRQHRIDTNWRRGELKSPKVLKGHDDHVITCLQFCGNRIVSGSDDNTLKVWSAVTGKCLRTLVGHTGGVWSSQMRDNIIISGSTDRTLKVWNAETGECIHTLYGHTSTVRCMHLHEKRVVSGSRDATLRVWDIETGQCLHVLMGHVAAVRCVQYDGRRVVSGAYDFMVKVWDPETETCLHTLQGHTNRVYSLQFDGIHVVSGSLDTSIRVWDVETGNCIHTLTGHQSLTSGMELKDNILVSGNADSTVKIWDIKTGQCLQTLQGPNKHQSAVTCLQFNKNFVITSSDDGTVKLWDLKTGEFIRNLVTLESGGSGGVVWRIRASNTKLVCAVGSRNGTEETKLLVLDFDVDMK
# TEAD-YAP inh: TEAD-YAP interaction inhibition. HEK-TIYL cells, TEAD-Gal4/YAP UAS-luciferase luminescence. inhibition, % at 9.12 µM. actives 1.4% (n = 640,000); in the data active = inhibition above about 32%;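 note: 0% = median of test compound wells and 100% = reference inhibitor wells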
# MITF inh: inhibitors of human MITF | inhibition, % at 2.6 µM | actives 0.91% (n = 650,000) | O75030 | AlphaScreen MITF homodimerization, bead proximity signal; in the data active = inhibition above about 50%;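 note: 0% = vehicle wells with protein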
# GPR151 activ: activates the human receptor GPR151. activation, % at 11.2 µM. actives 1% (n = 650,000). AID 1508602. Q8TDV0. PathHunter beta-arrestin GPR151 cells, luminescence; in the data active = activation above about 4.9%;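 note: 0% = median of compound wells and 100% = cells with positive control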
# Target sequence (Q8TDV0 whole entry, looked up): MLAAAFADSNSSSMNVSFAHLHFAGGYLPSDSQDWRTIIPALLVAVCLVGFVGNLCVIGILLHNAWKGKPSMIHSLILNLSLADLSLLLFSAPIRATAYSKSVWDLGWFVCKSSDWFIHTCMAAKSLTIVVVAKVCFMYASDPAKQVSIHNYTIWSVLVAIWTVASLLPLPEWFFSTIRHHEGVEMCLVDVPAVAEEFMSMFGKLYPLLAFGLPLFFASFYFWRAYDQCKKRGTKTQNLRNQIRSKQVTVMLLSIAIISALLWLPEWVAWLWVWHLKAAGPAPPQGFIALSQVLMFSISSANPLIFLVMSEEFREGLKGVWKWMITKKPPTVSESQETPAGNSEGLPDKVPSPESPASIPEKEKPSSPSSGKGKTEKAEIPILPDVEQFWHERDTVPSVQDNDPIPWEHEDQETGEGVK
# An asterisk follows results filed as active.
SMILES,FBW7 activator,TEAD-YAP inh,MITF inh,GPR151 activ
CC(Nc1ccc(C(=O)N2CCOCC2)cc1[N+](=O)[O-])c1ccccc1 (stereo not given),0.1,-15,6,-1.9
CC1CCN(c2nc(N)c([N+](=O)[O-])c(N3CC(C)OC(C)C3)n2)CC1 (stereo not given),-0.1,-10,7,-0.1
O=C(COc1cccc(Cl)c1)N/N=C/c1cc(O)ccc1[N+](=O)[O-],0.0,2,-1,0.1
Cc1ccc(NC(=O)Nc2ccc(C)c(NC(=O)Nc3ccc(C)cc3)c2)cc1,0.1,0,13,-1.1
O=C(Nc1ccc2nn(-c3ccccc3)nc2c1)c1cc2ccccc2o1,-0.1,4,0,-0.9
C/C(=N\O)c1cc([N+](=O)[O-])c2ccccc2c1O,0.1,4,4,4.8
Cc1cccc(OCC(=O)Nc2nn3c(-c4ccccc4)nnc3s2)c1,0.2,-7,6,4.2
Cc1ccc(NC(=O)c2sc3ncnc(N4CCOCC4)c3c2C)cc1F,-0.2,-2,10,-0.1
N=c1occ(C(=O)c2cc(F)ccc2O)cc1C(=O)NC1CCCCC1,-0.1,7,5,2.1
NC(=O)c1ccsc1NC(=O)C(c1ccccc1)c1ccccc1,0.0,7,-11,1.0
CCCNc1nc(-c2cccc(C(C)=O)c2)ncc1C,0.0,2,7,0.8
CCOC(=O)c1sc(NC(=O)COc2cc(C)c(Cl)c(C)c2)c(C(=O)OCC)c1C,0.2,9,0,-0.3
CC1=NN(C(=O)CSCc2ccccc2)C(O)(c2ccccc2)C1 (stereo not given),0.0,0,-11,0.7
Cc1cccc(OCC(O)CN2C(C)CCCC2C)c1 (stereo not given),0.4,4,15,-1.7
O=C(NCCC1=CCCCC1)c1cncc(Br)c1,-0.2,-29,-2,-0.1
COc1cc(/C=C2\SC(=Nc3ccccc3)N(c3ccccc3)C2=O)ccc1OCc1c(F)cccc1Cl,0.0,0,-14,0.0
Cc1ccc(NC(=O)COc2ccc(C(C)C)cc2)cc1,-0.2,9,9,6.4*
CC1CC(C)CN(C(=O)c2cnc3ccccn23)C1 (stereo not given),-0.6,6,3,-0.2
COc1ccc(OC)c(N2C(=O)c3ccc(-c4nc5ccccc5c(=O)o4)cc3C2=O)c1,0.1,5,18,-0.7
CC(=O)ON=C1CC(C)(C)NC(C)(C)C1,0.5,5,19,0.4

# Compounds listed so far that contain a halogen, in the order listed:
SMILES,FBW7 activator,TEAD-YAP inh,MITF inh,GPR151 activ
O=C(COc1cccc(Cl)c1)N/N=C/c1cc(O)ccc1[N+](=O)[O-],0.0,2,-1,0.1
Cc1ccc(NC(=O)c2sc3ncnc(N4CCOCC4)c3c2C)cc1F,-0.2,-2,10,-0.1
N=c1occ(C(=O)c2cc(F)ccc2O)cc1C(=O)NC1CCCCC1,-0.1,7,5,2.1
CCOC(=O)c1sc(NC(=O)COc2cc(C)c(Cl)c(C)c2)c(C(=O)OCC)c1C,0.2,9,0,-0.3
O=C(NCCC1=CCCCC1)c1cncc(Br)c1,-0.2,-29,-2,-0.1
COc1cc(/C=C2\SC(=Nc3ccccc3)N(c3ccccc3)C2=O)ccc1OCc1c(F)cccc1Cl,0.0,0,-14,0.0

# Additional entries follow:
SMILES,FBW7 activator,TEAD-YAP inh,MITF inh,GPR151 activ
Cc1ccc(C)c(N2CCN(Cc3nnnn3C3CCCCC3)CC2)c1,0.1,0,11,-0.1
Cc1ccccc1C1CC(=O)NC(SCC(=O)Nc2cccc(F)c2)=C1C#N (stereo not given),0.1,10,1,2.8
CCOC(=O)C1=C(C)N=C2SCC(=O)N2C1c1ccc(OC)cc1OC (stereo not given),0.0,9,-3,0.9
CCOC(=O)c1c(NC(=O)c2ccc(OC)cc2)sc2c1CCC(CC)C2 (stereo not given),0.1,-2,4,-0.7
CC(C)(C)c1ccc(C(=O)N=C2N=C3C=CC=CN3Cc3ccccc32)cc1,0.7,-52,13,-7.4
CCOC(=O)C1C(=O)CC(C)(O)C(C(=O)OCC)C1c1ccc2c(c1)OCO2 (stereo not given),0.2,-3,-2,5.1*
CCOC(=O)c1nc2sc3c(c2c(=O)n1C(C)C(=O)OCC)CCCC3 (stereo not given),0.1,7,1,-0.4
COc1ccc2c(c1)OC(C)CN(Cc1coc3ccc(Cl)cc3c1=O)C2 (stereo not given),0.0,-10,-17,-0.8
N#Cc1nc(-c2ccc(F)cc2)oc1N1CCCCCC1,-0.1,-9,21,-0.7
CN(CC(=O)Nc1cccc(F)c1)S(=O)(=O)c1ccc(F)cc1,0.0,5,7,-0.1
CCOC(=O)C1(CCOc2ccccc2)CCN(Cc2cnn(C(C)C)c2)CC1,0.0,10,-2,0.3
Cc1noc(C)c1S(=O)(=O)Nc1cccc(C(=O)O)c1,-0.3,0,-13,-3.3
NS(=O)(=O)c1ccc(N/N=C2/CCCCC2C2CCCCC2)c([N+](=O)[O-])c1 (stereo not given),-0.1,-3,-2,0.0
COC(=O)c1cccnc1-n1c(=O)c2cccnc2n(Cc2ccc([N+](=O)[O-])cc2)c1=O,-0.1,1,-5,-0.5
CCc1ccccc1NC(=O)CCS(=O)(=O)c1ccc2c(c1)OCC(=O)N2,0.3,9,2,-0.4
CCCN=C(CC)C1=C(O)CC(C)(C)CC1=O,0.1,-3,-15,5.4*
CCOC(=O)c1sc2nc(CC(=O)OC)nc(N3CCN(c4ccc([N+](=O)[O-])cc4)CC3)c2c1C,0.2,1,-7,-0.4
OC(CN1CCCCC1)Cn1c(C(F)(F)F)nc2ccccc21 (stereo not given),0.1,-1,16,-1.0
O=C(Nc1ccc(F)c(F)c1)c1cc(S(=O)(=O)N2CCC3(CC2)OCCO3)ccc1F,0.1,12,13,1.5
O=C(Cn1nnc(-c2ccccc2F)n1)NCc1ccc2c(c1)OCO2,0.1,0,-10,1.3
C#CCOC(=O)CCCC(=O)NCc1ccccc1,0.3,-7,4,-0.7
Cc1ccc(N(CC(=O)NCc2ccccc2)C(=O)CCC(=O)Nc2ccccn2)cc1C,-0.1,8,14,0.7
Cc1ccc(N(C)C(=O)Cn2ncc3c2-c2ccccc2OC3)cc1C,-0.1,7,7,0.4
CCCCN(CCCC)S(=O)(=O)c1ccc(C(=O)Nc2sc3c(c2C(=O)OC)CCN(CC)C3)cc1,0.1,5,-17,0.5
COc1ccc(NC(=O)CNS(=O)(=O)c2c(C)cc(C)cc2C)cc1OC,0.2,2,4,-0.2
CCc1ccccc1NC(=O)c1cccc(N2C(=O)C3CC=C(C)CC3C2=O)c1 (stereo not given),0.0,0,-14,-0.3
CC(C)n1cnc2c(Nc3ccccc3)nc(Nc3nc4ccccc4n3C)nc21,-0.1,-38,3,2.1
COC(=O)c1c(C)oc2ccc(OC(=O)c3ccc(OC)cc3)cc12,-0.1,-3,12,0.2
CCCCN(Cc1ccccc1)C(=O)CCN1C(=O)C2C3C=CC(C3)C2C1=O (stereo not given),0.0,2,-15,0.6
CCn1c(=O)c2c(nc(SCCN3CCCCC3)n2C)n(C)c1=O,0.1,14,5,1.2
CC(=O)c1cccc(-c2cc(C(=O)Nc3ccc(Oc4ccccc4)cc3)ccn2)c1,-0.1,-4,-2,0.5
C=CCc1cccc2cc(C(=O)NCCC3=CCCCC3)c(=O)oc12,0.4,19,3,-0.6
CCCCOC(=O)C1OC(C)(C(C)(C)C)OC1C(=O)OCCCC (stereo not given),-0.1,-6,-5,-0.3
COc1cc(-c2c(C#N)c(N)n3c(nc4ccccc43)c2C#N)ccc1OC(=O)N(C)C,0.1,-8,-7,0.9
CC1=C(C(=O)OC2CCCCC2)C(c2ccc(Cl)c(Cl)c2)C2=C(CCCC2=O)N1 (stereo not given),0.0,8,-7,1.8
CC(=O)Nc1ccc(S(=O)(=O)NNC(=O)c2sc(=S)n(C)c2C)cc1,-0.1,-4,-4,0.9
COc1ccc(S(=O)(=O)Nc2cccnc2)cc1I,0.1,-4,-5,5.1*
CCOC(=O)c1cnn(-c2ccccc2)c1NC(=O)CSc1nnc2c3ccccc3n(CCc3ccccc3)c2n1,0.1,24,8,-0.4
CCOC(=O)C1(Cc2ccccc2C)CCCN(C(=O)Cc2c(C)noc2C)C1 (stereo not given),-0.1,-15,-3,-0.9
Cc1ccc(-n2ncc3c(=O)n(CC(=O)N4CCCCC4)cnc32)c(C)c1,-0.1,-2,-8,2.6

# Single values from the entries so far:
# Entry of CCOC(=O)C1=C(C)N=C2SCC(=O)N2C1c1ccc(OC)cc1OC (stereo not given) under MITF inh: -3
# Entry of CCCCN(CCCC)S(=O)(=O)c1ccc(C(=O)Nc2sc3c(c2C(=O)OC)CCN(CC)C3)cc1 under GPR151 activ: 0.5
# Entry of COc1ccc(NC(=O)CNS(=O)(=O)c2c(C)cc(C)cc2C)cc1OC under MITF inh: 4

# The listing picks up, starting five compounds before the break.
SMILES,FBW7 activator,TEAD-YAP inh,MITF inh,GPR151 activ
CC(=O)Nc1ccc(S(=O)(=O)NNC(=O)c2sc(=S)n(C)c2C)cc1,-0.1,-4,-4,0.9
COc1ccc(S(=O)(=O)Nc2cccnc2)cc1I,0.1,-4,-5,5.1*
CCOC(=O)c1cnn(-c2ccccc2)c1NC(=O)CSc1nnc2c3ccccc3n(CCc3ccccc3)c2n1,0.1,24,8,-0.4
CCOC(=O)C1(Cc2ccccc2C)CCCN(C(=O)Cc2c(C)noc2C)C1 (stereo not given),-0.1,-15,-3,-0.9
Cc1ccc(-n2ncc3c(=O)n(CC(=O)N4CCCCC4)cnc32)c(C)c1,-0.1,-2,-8,2.6
COc1ccc(NC(=S)NCc2cccn2C)cc1,0.0,5,-7,0.3
O=C(OCCOc1ccccc1F)c1cccc([N+](=O)[O-])c1,-0.1,1,10,0.3
CC(=O)Nc1ccc2c(COC(=O)c3ccc([N+](=O)[O-])o3)cc(=O)oc2c1,0.5,12,10,-1.7
COc1ccc(-c2nc3sc4c(c3c(=O)o2)CCCC4)cc1OC,0.0,-2,-2,-0.8
CCCCCCn1c(NCc2ccccc2)nc2c1c(=O)[nH]c(=O)n2C,0.0,4,12,-2.8
Cc1ccc(-n2c(C)cc(/C=C3\SC(=Nc4ccccc4)N(C4CCCC4)C3=O)c2C)cc1,0.0,-6,15,-0.3
O=C(COc1ccccc1F)NCCS(=O)(=O)N1CCN(c2ccc(F)cc2)CC1,0.0,13,8,-0.1
COC(=O)c1ccc(COC(=O)c2ccc(CO)cc2)o1,0.0,-3,-4,2.1
C1=Nc2c(ccc3ccccc23)Oc2cc(Oc3ccccc3)cc(Oc3ccccc3)c21,0.1,-2,-7,-0.8
C=CCOC(=O)N1CCC(C(=O)NC(c2ccccn2)c2cccs2)CC1 (stereo not given),-0.4,1,-9,0.2
COCCNC(=S)N/N=C/c1ccc([N+](=O)[O-])cc1,-0.1,11,-3,1.1
CCOC(=O)C1=C(C)N=c2s/c(=C\c3ccc(-c4ccccc4C(=O)O)o3)c(=O)n2C1c1cccc(OC)c1 (stereo not given),-0.4,-4,12,-0.5
COCCCNC(=S)Nc1ccc(OC(F)F)cc1C,0.0,8,10,1.1
CCCCc1cc(=O)oc2cc(O)ccc12,0.3,2,6,-0.3
CCCCn1c(-c2ccc([N+](=O)[O-])cc2)csc1=Nc1ccccc1,-0.1,6,-1,-0.9
CCN=C1SC(CC(=O)Nc2sc3c(c2C(=O)OC)CCC(C)C3)C(=O)N1CC (stereo not given),0.1,1,21,0.3
CCCCn1c(CNC(=O)Cc2ccccc2)nnc1SCC(=O)Nc1sc2c(c1C(=O)OCC)CCCC2,0.0,3,1,-0.4
CC(C)N(CCNc1ncnc2c1nc(N1CCCC1CO)n2C(C)C)C(C)C (stereo not given),0.1,-5,-1,1.2
CC(c1ccccc1)N1C(=O)c2cccc3cccc(c23)C1=O (stereo not given),-0.1,-7,-8,-0.3
Cc1cc(NC(=O)Cn2cnc3ccccc32)sn1,-0.1,-10,3,-0.6
Cc1nc(C)c(C(=O)Nc2ccccc2NC(=O)c2ccccn2)s1,-0.2,6,3,0.6
CCCCCC(=O)N/N=C/c1ccc(OC)c([N+](=O)[O-])c1,-0.2,-14,-2,-0.6
O=[N+]([O-])c1cc(Br)c(Nc2ccccc2)c([N+](=O)[O-])c1,-0.2,40*,13,2.2
CC1CCN(c2c(NCC3CCC(C(=O)Nc4ccc(Cl)cc4)CC3)c(=O)c2=O)CC1 (stereo not given),-0.1,5,-2,-0.1
COC(=O)c1c(NC(=O)CC2SC(N)=NC2=O)sc2c1CCCC2 (stereo not given),-0.1,7,-10,0.3
Cc1ccc(CNc2ncnc3c2cnn3-c2cccc(C)c2)cc1,0.2,-4,15,1.6
Cc1c(C(=O)Nc2ccc(C(N)=O)cc2)sc2nc(-c3ccc(F)cc3)cn12,0.7,-10,-12,-1.1
Cc1ccccc1-c1nnn(CC(=O)Nc2cccc(S(N)(=O)=O)c2)n1,-0.1,1,30,0.3
CCCCOC(=O)CSC1=C(C#N)C(c2ccc(Cl)cc2Cl)CC(=O)N1 (stereo not given),0.0,3,20,1.9
O=C(NCCc1ccccc1)c1cc(-c2ccccn2)nc2ccccc12,-0.1,7,8,0.9
CCCCSc1nc2c(c(=O)n1-c1ccccc1C)C1(CCCC1)Cc1ccccc1-2,-0.2,7,17,1.2
O=C(/C=C/c1cccc2ccccc12)Nc1ccccc1,0.2,-63,16,-1.1
Fc1ccc(C2CC(c3cccs3)=NN2c2nc(-c3ccc4ccccc4c3)cs2)cc1 (stereo not given),0.1,2,-1,0.6
CCc1nn(CC(=O)N(C)C)c(=O)c2cc3oc(C)cc3n12,0.2,8,19,-0.2
CCC1CCCCN1C(=O)CN1C(=O)N(c2ccccc2C)S(=O)(=O)c2ccccc21 (stereo not given),-0.2,1,1,-0.7
C[C@H]1C(=O)N2CCN(C(=O)c3ccc(OC(F)(F)F)cc3)C[C@@H]2C(=O)N1C,0.5,4,16,-1.0
CC(C)(C)C(=O)Nc1ccccc1C(=O)OCC(=O)c1ccc2c(c1)OCCO2,0.8,2,10,-0.6
